# Source: PubChem
# aDG glyco act = alpha-DG glycosylation activation; Pro5-aDG cells, alpha-DG glycosylation AlphaScreen (IIH6); 0% Pro5, 100% B10-LARGE cell signal; activation, % at 10 µM; 360,000 tested, 0.22% active; AID 624168;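 active = activation of at least 8% versus controls, or a plate z-score of at least 8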;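 note: Pro5 are CHO cells carrying HIG-tagged alpha-DG that lacks glycosylation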
# m5-HT2A agonist = activates the mouse 5-HT2A serotonin receptor; 360,000 tested, 0.66% active; activation, % at 7.6 µM; P35363; CHO-K1 mHTR2A beta-arrestin complementation, luminescence; percent of 30 µM serotonin response; AID 624169;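 active = activation above a run cutoff, the mean activation of all tested compounds plus 3 SD, cut at about 14% in these data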;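 note: 0% = plate median of compound wells and 100% = 30 µM serotonin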
# CaV13 ICDI inh = Primary screen for inhibitors of IQ motif and Ca2+-dependent inactivation inhibitor domain binding in CACNA1D, Förster resonance energy transfer in living cells, …; HEK cells, CFP/YFP FRET ICDI-IQ, plate reader, 10 min; percent FRET-ratio fall versus neutral wells; inhibition, % at 12.3 µM; 340,000 tested, 0.098% active; AID 743397;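 active = mean replicate inhibition of at least 30% and at least 1% of replicates passing that level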;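 note: 0% = median of the neutral control wells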
# H9c2 protect = modulators protecting cardiomyocytes from myocardial damage | AID 588492 | H9c2 cardiomyocytes, H2O2 injury protection, ATPLite, 2 h | 360,000 tested, 0.63% active | protection from H2O2 cell death, % at 20 µM;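 active = compounds giving at least 50% protection of heart cells from peroxide-induced death in the single-dose screen, raw or plate-pattern-corrected value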;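 note: 0% = DMSO wells with peroxide and 100% = DMSO wells without peroxide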
# Glyco luc inh = N-linked glycosylation inhibition; D54 ERlucT glycosylation luciferase reporter, 24 h; percent of 100 nM tunicamycin response; reporter increase, % at 12.5 µM; 360,000 tested, 0.23% active; AID 588692;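 active = mean luciferase reporter signal, scaled so untreated is 0 and the glycosylation-blocking control 100, at or above a set limit in every replicate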;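 note: luciferase carries N-glycosylation sites so blocking glycosylation raises the light; 0% = median of neutral control wells and 100% = median of 100 nM tunicamycin wells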
# MC4R antagonist = antagonists of human melanocortin 4 receptor (MC4R); P32245; MC4R-expressing cells, MTII-stimulated cAMP, LANCE TR-FRET; inhibition, % at 6.5 µM; 360,000 tested, 0.48% active; AID 540295;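 active = inhibition above its plate's cutoff, the mean of tested wells on that plate plus 3 SD, cut at about 29% in these data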;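 note: 0% = Melanotan II alone and 100% = Melanotan II plus saturating MCL0020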
# Target sequence (P32245 whole entry, looked up): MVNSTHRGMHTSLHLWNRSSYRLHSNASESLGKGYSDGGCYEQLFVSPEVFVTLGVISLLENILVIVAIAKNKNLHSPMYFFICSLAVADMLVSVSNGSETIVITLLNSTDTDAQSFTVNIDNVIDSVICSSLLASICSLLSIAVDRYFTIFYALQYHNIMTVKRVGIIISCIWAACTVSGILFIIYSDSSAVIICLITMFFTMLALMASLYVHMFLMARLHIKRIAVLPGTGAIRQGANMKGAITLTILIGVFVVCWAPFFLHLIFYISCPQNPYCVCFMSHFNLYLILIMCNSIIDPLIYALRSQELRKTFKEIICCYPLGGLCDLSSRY
#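 Test system: U2OS cells stably expressing human melanocortin 4 receptor (MC4R); also added: Melanotan II challenge; compound: 6.5 µM single dose; timing: 30-min compound preincubation, 1-h Melanotan II challenge, 1-h detection, room temperature; signal: Eu-cAMP/anti-cAMP TR-FRET, emission 671 nm; repeats: one well per compound, no replicates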
# MC4R ag barr = activates human MC4R beta-arrestin recruitment | U2OS MC4R beta-arrestin complementation, luminescence; percent of melanotan II response, DMSO zero | activation, % at 8.9 µM | 360,000 tested, 0.98% active | AID 540308;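 active = activation above a per-plate cutoff, the mean activation of sample wells on that plate plus 3 SD, cut at about 8% in these data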
# PDI turbidity = blocks human protein disulfide isomerase activity. P07237. PDI insulin aggregation turbidity, A650, 90 min. inhibition, % at 10 µM. 350,000 tested, 0.052% active. AID 588391;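 active = mean inhibition across replicates of 30% or more, whatever share of single replicates reach that level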;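 note: absorbance from insulin aggregation driven by PDI reduction with DTT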
# Target sequence (P07237 whole entry, looked up): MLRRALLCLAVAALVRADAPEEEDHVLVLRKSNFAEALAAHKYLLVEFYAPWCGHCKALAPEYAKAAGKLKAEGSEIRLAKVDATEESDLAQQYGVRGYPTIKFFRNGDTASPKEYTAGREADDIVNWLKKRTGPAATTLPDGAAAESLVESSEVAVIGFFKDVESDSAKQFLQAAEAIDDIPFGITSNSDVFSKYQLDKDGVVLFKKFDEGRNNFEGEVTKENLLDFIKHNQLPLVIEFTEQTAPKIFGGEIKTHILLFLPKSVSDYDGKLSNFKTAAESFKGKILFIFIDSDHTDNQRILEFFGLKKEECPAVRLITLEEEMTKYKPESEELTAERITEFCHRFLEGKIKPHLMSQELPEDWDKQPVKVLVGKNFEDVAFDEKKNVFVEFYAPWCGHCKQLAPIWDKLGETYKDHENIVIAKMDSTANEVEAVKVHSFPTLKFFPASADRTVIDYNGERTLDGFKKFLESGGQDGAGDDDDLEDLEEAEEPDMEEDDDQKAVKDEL
# ABCB6 inh MLPCN = blocks the human ABCB6 transporter. Q9NP58. K562-ABCB6 porphyrin accumulation, flow cytometry, 1 h; hits give low values. fluorescence ratio to DMSO, % at 10 µM. 360,000 tested, 0.19% active;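 active = fluorescence ratio to DMSO below 75%, the collection mean minus 3 SD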;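 note: signal is porphyrin accumulated inside mitochondria; 100% equals median channel fluorescence of DMSO control wells; lower ratio means ABCB6 inhibition with less porphyrin fluorescence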
# Vif imaging = blocks HIV Vif function | inhibition, % at 7.49 µM | HEK293T cells, Vif self-association by quenched fluorescence, imaging, 24 h | 340,000 tested, 0.35% active; in the data active = inhibition above about 50%, passing the limit was not always enough; note: some results filed as inactive read as strong as hits
# The depositor's hits bear a star; . = not tested or not shown.
SMILES,aDG glyco act,m5-HT2A agonist,CaV13 ICDI inh,H9c2 protect,Glyco luc inh,MC4R antagonist,MC4R ag barr,PDI turbidity,ABCB6 inh MLPCN,Vif imaging
O=C(Nc1ccc(Cl)cc1)N(C1=NCCC1)c1ccc(OC(F)F)cc1,0.2,-4,-5,-5,1,0,-0.3,10,104,-3
COP(=O)(OC)c1nc(-c2cccc3ccccc23)oc1NCc1ccccc1,-0.1,-6,-10,6,0,-2,1.4,2,100,2
CCCn1nc(NC(=O)c2cccs2)c2cc3ccccc3nc21,-0.1,-1,-5,8,-1,1,-2.3,0,96,-16
CCC(C)(C)NC(=O)C(c1ccc(C)cc1)N(Cc1ccco1)C(=O)Cn1nnc2ccccc21 (stereo not drawn),0.6,4,.,-4,-4,-2,9.9*,-3,93,5
CC1(C(=O)O)CCCN(C(=O)c2cc3ccccc3s2)C1 (stereo not drawn),0.0,-1,-6,-1,1,-5,-1.5,-40,102,0
CC(C)C(=O)Nc1cccc(C(=O)Nc2nnc(C(C)C)s2)c1,0.0,2,-5,-2,-2,1,-1.2,-9,97,-4
CCN(Cc1nc2ccccc2c(=O)[nH]1)C(=O)c1ccc(C)c(NC(=O)c2ccco2)c1,-0.3,-4,-5,1,0,5,-1.0,-4,99,-7
C[C@H](CO)N1C[C@H](C)[C@@H](CN(C)Cc2ccc3c(c2)OCO3)Oc2c(NC(=O)C3CC3)cccc2C1=O,0.3,10,.,9,-2,7,1.2,1,100,-6
COc1ccc(CNC(=O)N2CCN(C(=O)c3ccccc3)CC2)cc1,1.6,8,-2,6,2,1,-0.1,0,96,-11
Cc1cc(=O)n2c3ccccc3n(CC(O)CN3CCN(CCO)CC3)c2c1C#N (stereo not drawn),-0.1,-3,-2,3,5,-3,-1.6,-3,98,3
COc1ccc(S(=O)(=O)CCC(=O)N(C)c2ccc(OC)cc2OC)cc1,0.0,2,-5,4,0,-2,1.7,4,110,-8
Cn1cc(-c2ccc3c(c2)OCO3)c2ccccc21,-0.3,8,-4,-6,0,.,.,.,94,-4
CCC(C)(C)NC(=O)C(c1ccc(OC)cc1)N(C(=O)CCC(=O)Nc1cc(C)on1)c1ccc(OC)c(OC)c1 (stereo not drawn),-0.1,3,-5,1,-1,7,-1.6,8,101,7
COc1c(O)cccc1[C@@H](O)C1CCN(CCc2ccc(F)cc2)CC1,0.0,-4,-5,9,0,5,1.0,5,97,10
CC(NC(=O)CNC(=O)c1ccco1)c1ccccc1 (stereo not drawn),0.0,-2,-5,0,0,3,-0.4,4,89,-3
CC(=O)N1CCN(C(=O)C(Cc2ccccc2)NC(=O)c2ccccc2)CC1 (stereo not drawn),0.2,1,-6,-4,2,7,-2.5,1,100,1
O=C(OCc1ccccn1)c1ccc(COc2ccc3ccccc3c2)o1,0.2,1,-5,-15,-5,10,2.3,11,93,-5
COc1ccc(-c2cc(C)no2)cc1S(=O)(=O)N(C)Cc1ccco1,-0.5,-1,-3,-3,-1,6,-0.9,2,94,2
O=C(CCc1nnc2n(Cc3ccc(F)cc3)c(=O)c3ccccc3n12)NCCN1CCOCC1,-0.2,0,-2,22,2,3,-1.8,.,96,3
Cc1ccc(N(CC(=O)NCc2ccc3c(c2)OCO3)S(C)(=O)=O)cc1,0.5,-6,-5,0,0,-2,-1.2,5,98,5
C[C@H](N=C1NS(=O)(=O)c2ccccc21)C(=O)OCc1cc([N+](=O)[O-])cc2c1OCOC2,-0.1,-8,1,-4,-1,7,-4.0,-3,96,1
CSc1ncc(C(=O)Nc2ccc(C)cc2C)c(C)n1,-0.1,0,-4,1,-1,-1,1.1,4,96,-10
O=C1OCCN1N=Cc1ccco1,0.2,-1,-11,1,0,13,-0.6,-11,99,2
Oc1[nH]c2ccccc2c1/C=N/N1CCCCC1,0.2,-2,-3,1,3,1,-0.1,3,98,8
Cc1ccc2[nH]c(CCN(C)C)c(CN3CCOCC3)c2c1,0.2,5,-16,10,-3,5,-1.8,0,98,-5
CCN(CC(=O)Nc1ccc2c(c1)OCCO2)C(=O)c1cc(S(=O)(=O)N2CCOCC2)ccc1F,0.0,3,-4,-2,0,9,-1.1,2,94,.
COc1ccc(CNC(=O)CCc2c(C)nc3cc(-c4ccccc4OC)nn3c2C)cc1,0.1,1,-6,0,-1,-3,1.6,-1,96,3
O=C(NC(=S)NCc1ccccc1)c1ccc(Br)cc1,-0.1,-7,-21,-1,2,-5,2.9,7,101,4
COc1ccc(C2Nc3ccccc3C(=O)N2C2CCCCC2)cc1 (stereo not drawn),0.1,-7,2,-12,-1,1,-2.6,-10,96,4
Cc1csc(NC(=O)c2ccc(-c3ccc(Cl)cc3Cl)o2)n1,-0.1,6,-3,-4,1,10,13*,-2,97,5
COC(=O)[C@]1(C)N[C@H](CN(C)C(=O)Nc2ccc(Cl)cc2)[C@@H]2C(=O)N(Cc3ccccc3)C(=O)[C@@H]21,0.0,18*,-7,11,1,3,1.4,8,100,2
Cc1ccccc1NC(=O)C(C)OC(=O)CNS(=O)(=O)c1ccc(C#N)cc1 (stereo not drawn),-0.1,12,-6,8,3,17,-1.9,7,99,-6
O=C(O)c1ccc(Cl)c(S(=O)(=O)NCC2CCCO2)c1 (stereo not drawn),2.6,-3,-6,-1,0,4,-2.6,-2,98,-1
Cc1cc(=O)[nH]c(SCC(=O)N2CCCC(C)C2)n1 (stereo not drawn),-0.2,4,-2,-1,2,4,1.7,4,95,-1
O=C(Cn1c(=O)c(=O)n(Cc2ccccc2)c2ccc(Cl)cc21)Nc1cccc(F)c1,0.6,-2,-5,-5,-8,8,-2.3,-4,102,-6
Cc1ccc(CNC(=O)C2CCCN(S(=O)(=O)c3cccc4nonc34)C2)cc1 (stereo not drawn),-0.1,4,-7,-4,-2,0,1.2,7,99,19
C1=C(CCNc2ncnc3c2[nH]c2ccccc23)CCCC1,3.9,-4,-15,-19,-5,9,-1.1,-4,88,-5
CC(C)C(NC(=O)C1CCCCC1)C(=O)NCCc1ccccc1 (stereo not drawn),-0.1,2,-14,3,1,12,-0.4,2,92,4
CCN(CC)CCNC(=O)c1ccc(NC(=O)c2cccc(S(=O)(=O)N3CCCCCC3)c2)cc1,0.2,-11,-5,2,-4,9,-0.6,0,98,-3
CCc1cc2c(N3CCN(c4ccccc4)CC3)ncnc2s1,1.5,-4,-6,-27,-7,-1,-1.0,-48,100,-11
C/C(=N\O)C(C)(C)Nc1ccc(Cl)cc1,0.0,8,-4,1,2,5,-1.3,2,96,22
CCOC(=O)c1cc(C(C)C)sc1NC(=O)COC(=O)c1nccnc1N,-0.1,-6,-6,-2,0,0,1.0,20,93,-4
Cn1cccc1CNCc1ccccc1Cl,-0.3,0,-5,5,0,9,0.1,9,103,-4
Cn1ncc(Br)c1C(=O)NCc1cccs1,0.2,0,-7,-4,-2,9,0.7,-7,95,10
NC(=O)c1ccc(NC(=O)CNCc2ccccc2Cl)cc1,0.0,0,-2,-3,-1,16,2.1,4,96,-7
NC(=O)CN1N=C(c2cc(Cl)sc2Cl)CSC1=O,0.0,2,-5,6,2,0,1.1,-4,95,-14
c1ccc(-n2nnnc2Sc2ncnc3sc4c(c23)CCCC4)cc1,0.5,1,-4,-16,0,4,-1.2,-1,95,6
Cc1c(Cl)cccc1NC(=O)Cc1ccc([N+](=O)[O-])cc1,0.0,-2,2,0,1,7,-0.8,1,107,4
Cc1cccnc1C(c1ccc(F)cc1)N(C)C(=O)C1CCN(CCOc2ccc(Cl)cc2Cl)CC1 (stereo not drawn),0.2,2,-5,-16,-2,7,11*,7,97,1
Cn1c(=O)[nH]c(=O)c2c1nc(SCCN1CCCCC1)n2CCCc1ccccc1,-0.1,0,.,13,1,13,-2.8,-1,91,-6
CCOC(=O)CSc1nc2c(sc(=S)n2-c2ccc(CC)cc2)c(=O)[nH]1,0.1,6,-28,1,-1,31*,0.2,-3,99,-11
Cc1ccc2cn[nH]c2c1NC(N)=S,-0.2,-2,4,4,0,22,-0.2,-2,95,-2
Clc1ccc(Nc2nc(NCCN3CCOCC3)nc(N3CCOCC3)n2)cc1,1.0,-5,.,5,-9,5,-1.3,-17,111,-17
COc1ccc(/C=C2/SC(=O)N(CC(O)Cn3c4ccccc4c4ccccc43)C2=O)cc1 (stereo not drawn),0.0,1,-4,-6,0,4,3.5,-3,92,3
CC(C)C[C@H](N)c1nnc(SCc2ccc(Cl)cc2)o1,0.1,-1,-5,1,0,1,-0.4,1,101,-23
CC1(c2ccccc2)NC(=O)N(NC(=O)CSc2n[nH]c(N)n2)C1=O (stereo not drawn),0.0,2,-6,3,0,-4,-1.4,2,96,-9
Nc1nc(SCc2cccc([N+](=O)[O-])c2)n[nH]1,-0.1,0,-4,0,-1,7,0.1,3,97,-18
CC/C(C)=N/Nc1nc2c(c(=O)[nH]c(=O)n2C)n1CCc1ccccc1,-0.2,1,-5,7,5,10,-0.3,-1,102,-5
Nc1ncc(-c2ccccc2)c(-c2ccc(O)cc2O)n1,-0.1,-5,-4,-2,5,-12,-1.2,5,97,0
CC1CCc2cc(F)ccc2N1C(=O)c1ccncc1 (stereo not drawn),-0.1,4,-1,0,1,0,-0.3,23,94,-22

# Next section; it opens with the 3 that closed the last part.
SMILES,aDG glyco act,m5-HT2A agonist,CaV13 ICDI inh,H9c2 protect,Glyco luc inh,MC4R antagonist,MC4R ag barr,PDI turbidity,ABCB6 inh MLPCN,Vif imaging
CC/C(C)=N/Nc1nc2c(c(=O)[nH]c(=O)n2C)n1CCc1ccccc1,-0.2,1,-5,7,5,10,-0.3,-1,102,-5
Nc1ncc(-c2ccccc2)c(-c2ccc(O)cc2O)n1,-0.1,-5,-4,-2,5,-12,-1.2,5,97,0
CC1CCc2cc(F)ccc2N1C(=O)c1ccncc1 (stereo not drawn),-0.1,4,-1,0,1,0,-0.3,23,94,-22
CC(=O)NCCc1nc2cc(NS(=O)(=O)c3ccccc3)ccc2n1C,0.1,4,-1,-2,0,15,-0.4,0,99,.
CCN(CC)S(=O)(=O)c1ccc(Cl)c(NC(=O)COC(=O)c2ccc(O)cc2)c1,-0.2,-8,1,-12,-1,0,-1.4,8,92,3
CC(Oc1ccc(Cl)cc1Cl)C(=O)Nn1cnnc1 (stereo not drawn),0.0,2,-4,7,2,1,-1.1,1,90,-1
CCCCC1NC(C(=O)O)CS1 (stereo not drawn),0.0,3,-4,19,0,-3,-1.1,2,87,-15
COc1ccc(/C=C/C(=O)OCC(=O)NC(C)CCc2ccccc2)cc1OC (stereo not drawn),1.3,-2,-2,-5,0,10,-1.1,0,97,2
CCN1CCN(S(=O)(=O)Cc2ccccc2)CC1,0.0,-3,-5,3,2,9,0.3,1,100,-3
CCOC(=O)c1sc(NC(=O)C(C)(C)C)cc1C,0.2,-3,-6,-16,2,-8,0.0,-15,98,.
